Bioassay records: PubChem, several laboratories
Mcl1-Noxa inh: disrupts binding of human Mcl-1 to Noxa peptide | 1.5% of 220,000 active | AID 1022 | inhibition, % at 21.7 µM | Q07820 | TR-FRET Mcl-1/Noxa peptide binding, 2 h;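 active = compounds that cut the protein-peptide binding signal by more than 50% relative to plate controls in a single-dose test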;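 also: His-tagged Mcl-1 with rhodamine Noxa BH3 peptide and terbium anti-His antibody; 0% = Mcl-1 plus Noxa peptide wells and 100% = peptide-only wells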
Target sequence (Q07820 whole entry, looked up): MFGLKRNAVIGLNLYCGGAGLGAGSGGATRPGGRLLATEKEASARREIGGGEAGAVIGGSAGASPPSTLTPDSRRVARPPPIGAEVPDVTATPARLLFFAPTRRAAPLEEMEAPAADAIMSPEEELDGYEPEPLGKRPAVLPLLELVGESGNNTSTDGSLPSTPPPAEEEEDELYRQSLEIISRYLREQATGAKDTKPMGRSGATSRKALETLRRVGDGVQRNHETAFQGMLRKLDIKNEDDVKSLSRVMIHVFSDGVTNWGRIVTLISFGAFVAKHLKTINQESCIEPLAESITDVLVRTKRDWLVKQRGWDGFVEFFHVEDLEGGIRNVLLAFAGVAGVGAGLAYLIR
RGS4-Gao reg: human RGS4-Galphao interaction regulation. binding response (% of control), % at 10 µM. P09471. AID 1415. 0.33% of 220,000 active. Multiplexed bead flow cytometry, RGS4-Galphao binding; actives lie on both sides; in the data active = binding response below about 49% or above about 150%; inactive = in between;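 also: fluorescent Galphao activated with aluminum fluoride binding bead-coupled RGS4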
Bcl-XL Bim block: inhibitors of Bim-Bcl-XL interaction, human; Q07817; Bim peptide-Bcl-XL binding, bead flow cytometry, fluorescence; inhibition, % at 10 µM; 0.04% of 190,000 active; AID 1007
Target sequence (Q07817 whole entry, looked up): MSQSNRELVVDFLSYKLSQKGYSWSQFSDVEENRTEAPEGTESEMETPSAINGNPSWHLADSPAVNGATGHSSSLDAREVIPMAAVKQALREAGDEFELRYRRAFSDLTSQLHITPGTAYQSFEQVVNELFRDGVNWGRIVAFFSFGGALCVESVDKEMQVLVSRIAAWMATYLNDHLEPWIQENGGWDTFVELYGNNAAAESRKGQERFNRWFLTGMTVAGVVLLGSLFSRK
RGS8-Gao: modulates binding of RGS8 to human Galphao; multiplexed bead flow cytometry; actives lie on both sides; 0.34% of 220,000 active; response (percent of control binding), % at 10 µM; in the data active = response below about 60% or above about 140%; inactive = in between;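 also: Galphao activated as the GDP aluminium fluoride complex binding bead-coupled RGS8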
RGS7-Gao reg: modulates binding of RGS7 to human Galphao; Multiplexed bead flow cytometry; actives lie on both sides; binding response (% of control), % at 10 µM; 0.35% of 220,000 active; AID 1439; in the data active = binding response below about 49% or above about 150%; inconclusive = no clear call, values can overlap the other calls; inactive = in between;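 also: fluorescent Galphao held in activated GDP-AlF4 state binding bead-coupled RGS7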
Bcl-B Bim block: disrupts Bim peptide binding to human Bcl-B | 0.073% of 190,000 active | inhibition, % at 10 µM | bead-based flow cytometry | AID 951;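 also: 0% = tracer peptide without compound and 100% = reference inhibitor peptide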
Target sequence (Q9HD36 whole entry, looked up): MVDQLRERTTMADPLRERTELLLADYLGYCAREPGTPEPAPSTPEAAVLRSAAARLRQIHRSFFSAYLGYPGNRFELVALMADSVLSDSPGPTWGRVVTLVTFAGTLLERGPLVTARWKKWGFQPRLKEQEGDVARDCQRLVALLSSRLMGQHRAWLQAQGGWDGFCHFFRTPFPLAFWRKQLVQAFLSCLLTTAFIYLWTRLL
Mcl1 Bid PPI: Mcl-1/Bid interaction inhibition | TR-FRET Mcl-1/Bid-Dy647 peptide binding, 1536-well | inhibition, % at 21.7 µM | 0.97% of 220,000 active;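 active = compounds that cut the binding signal by more than half at the single screening dose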;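 also: His-tagged Mcl-1 with europium anti-His antibody binding Bid BH3 peptide; 0% = Mcl-1 plus peptide wells and 100% = peptide-only wells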
Bim-Bfl-1: human Bim-Bfl-1 interaction inhibition. Q16548. Bead-based flow cytometry, Bim-Bfl-1 binding inhibition. inhibition, % at 10 µM. 0.12% of 190,000 active;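 also: 0% = wells without compound plus tracer and 100% = blocker peptide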
Bim-Mcl-1: disrupts Bim peptide binding to human Mcl-1; Q07820; inhibition, % at 10 µM; Bead-based flow cytometry, Bim peptide-Mcl-1 binding; 0.1% of 190,000 active;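 also: 0% = no compound tracer wells and 100% = peptide blocker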
Bcl-W Bim block: human Bim-Bcl-W interaction inhibition; inhibition, % at 10 µM; Q92843; bead-based flow cytometry, Bim peptide-Bcl-W binding; 0.02% of 190,000 active;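 also: 0% = bound tracer without compound and 100% = peptide blocker; higher means less fluorescent Bim peptide bound to Bcl-W beads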
Bim-Bcl-2: human Bim-Bcl-2 interaction inhibition; P10415; inhibition, % at 10 µM; Bead-based flow cytometry, Bim peptide-Bcl-2 binding; 0.06% of 190,000 active; in the data active = inhibition above about 40%; inconclusive = no clear call, values can overlap the other calls;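 also: 0% = no compound wells with probe peptide and 100% = reference peptide inhibitor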
Target sequence (P10415 whole entry, looked up): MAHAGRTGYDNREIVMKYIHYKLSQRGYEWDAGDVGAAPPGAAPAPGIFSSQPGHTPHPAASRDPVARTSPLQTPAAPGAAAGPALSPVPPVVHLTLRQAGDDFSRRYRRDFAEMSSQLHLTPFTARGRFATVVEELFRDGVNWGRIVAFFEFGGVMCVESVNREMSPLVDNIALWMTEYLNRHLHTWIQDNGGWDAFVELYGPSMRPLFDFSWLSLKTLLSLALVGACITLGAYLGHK
The depositor's hits bear a star; ? = inconclusive; . = no result given. Rule as the data show it, unless noted: active = inhibition above about 40%.

SMILES	Mcl1-Noxa inh	RGS4-Gao reg	Bcl-XL Bim block	RGS8-Gao	RGS7-Gao reg	Bcl-B Bim block	Mcl1 Bid PPI	Bim-Bfl-1	Bim-Mcl-1	Bcl-W Bim block	Bim-Bcl-2
CCSc1nnc(NC(=O)NC(C)(C(F)(F)F)C(F)(F)F)s1	-7	95	-3	97	96	-7	4	-2	-4	-2	-1
CSc1ccccc1NC(=O)CN(C)Cc1ccc(Br)cc1	10	103	-2	101	100	-3	-15	-2	-6	-2	-1
Clc1ccc(C2=NNC(=NCc3ccccc3)SC2)cc1	48	101	0	102	98	-2	-10	-2	0	1	0
CC(=O)N(C)C1(c2nnnn2CCOC(=O)Nc2ccc(Cl)cc2)CCCCC1	8	100	-2	100	98	-9	3	-14	1	1	-9
CC1CCCCN1C(=O)CN1CCC(c2nc3ccc(Cl)cc3[nH]2)CC1 (centres undefined)	22	101	-2	104	100	0	-18	-2	0	0	0
CC(C)(C)C(=O)Nc1ccc(NC(=O)C(C)(C)C)cc1	-10	99	.	101	?	.	-18	.	.	.	.
CN(C)CCN(C(=O)/C=C/c1cccs1)c1nc2c(F)cc(F)cc2s1	20	100	-1	101	101	-5	16	-19	-1	-1	-9
COC(=O)c1nc2cc3c(cc2c(C)c1C(=O)OC)OCO3	4	103	-1	105	104	0	-4	-1	-3	-2	1
COc1ccc(NC(=S)Nc2cccc(C)n2)cc1	27	102	.	101	?	.	-15	.	.	.	.
CN(C)S(=O)(=O)c1cccc(NC(=O)COC(=O)COc2ccc(Br)cc2)c1	-15	93	.	99	?	.	-18	.	.	.	.
COc1ccc(NC(=O)CC2C(=O)N(C)C(=S)N2Cc2cccs2)cc1 (centres undefined)	-11	97	-5	99	99	-8	-21	0	-5	-2	-3
CCCc1nc2c(c(=O)c3ccccc3n2C)c(=O)n1C1CCCCCC1	10	101	-8	106	98	-9	10	-6	-4	-7	-9
NS(=O)(=O)c1ccc(NC(=S)Nc2nn(Cc3ccc(Cl)cc3Cl)cc2Cl)cc1	-4	102	-5	100	102	-6	-36	0	-4	-4	-3
O=C(Nc1ccc(F)cc1)N(CCCN1CCOCC1)Cc1cc2cc3c(cc2[nH]c1=O)OCO3	-6	101	-6	99	98	-10	-22	-20	-3	0	-13
COc1ccc2c(c1O)-c1ccccc1CCN(C)C2	-4	100	0	102	99	3	-3	8	-2	1	-5
CC(C)(C)c1ccc(N2C(=N)SCC2=O)cc1	-4	103	.	101	?	.	-4	.	.	.	.
CCc1nnc(NC(=O)CSc2nnc(C3CCCCC3)n2-c2ccccc2)s1	17	99	-1	100	101	-5	7	-11	0	-1	-5
COc1ccc(NC(=O)NC23CC4(C)CC(C)(CC(C)(C4)C2)C3)cc1	11	103	2	104	101	2	-10	1	2	0	-6
O=C(Nc1ccc(N2CCOCC2)cc1)c1cc2ccccc2o1	26	101	0	99	101	-5	-49	-12	1	10	-7
CCOC(=O)c1c(N2C(=O)C3CC(C)=C(C)CC3C2=O)sc(C)c1C (centres undefined)	0	101	-5	100	103	-1	-30	-7	0	0	-6
CCn1c(-c2cccnc2Cl)nc2cc(C)c(C)cc21	3	100	2	102	?	-3	-16	2	3	0	8
CS(=O)(=O)N1CCN(c2ccc([N+](=O)[O-])c3cccnc23)CC1	-16	94	.	95	?	.	-49	.	.	.	.
Cc1c(Cl)cccc1NC(=S)/C(=C(\[O-])c1ccc(Cl)s1)[n+]1ccccc1	24	82	-3	91	82	-10	-80	3	-6	-2	1
CCN1CCN(CCCNc2ncnc3nc[nH]c23)CC1	6	101	-2	101	95	-7	-16	-9	3	2	-7
CCOc1ccc(C(C)NC(=S)NC2CCCCC2)cc1 (centres undefined)	-2	100	-4	101	106	-4	-21	-2	-2	0	-3
CC(/C=N/NC(=O)c1cc(-c2ccc(Cl)cc2)nc2ccccc12)=C\c1ccco1	12	90	6	92	88	-5	-9	-6	0	2	-4
O=C(c1c[nH]c2ccc(F)cc2c1=O)N1CCCCCC1	-9	95	-6	94	94	-2	-2	-3	-2	-4	-11
COc1cc2[nH]c(=O)n(Cc3ccc(C(=O)NCCCN4CCC(C)CC4)cc3)c(=O)c2cc1OC	12	92	0	97	94	-9	6	-11	0	-3	-6
CC(=O)c1ccc(Nc2cc(C)nc3c(C)cc(C)cc23)cc1	19	105	-2	102	104	0	-10	4	0	-3	2
CC1(C)Cc2c(c(-c3ccco3)[nH]c(=O)c2C#N)CO1	18	96	-4	100	96	-2	8	0	-2	-5	0
CCn1c(=O)cc(OCC(=O)NCc2ccco2)c2ccccc21	29	94	-7	88	91	-6	-29	-9	-6	0	-10
N#C/C(=C\c1cccnc1)C(=O)Nc1cccc2ccccc12	11	110	3	105	109	1	-6	3	5	1	7
CC(=O)c1ccccc1C(=O)NCc1cccnc1	10	105	-2	101	104	0	5	0	-2	0	1
Cc1cc(C)cc(NC(=O)NCC(O)COc2ccc([N+](=O)[O-])cc2)c1 (centres undefined)	9	112	.	100	?	.	8	.	.	.	.
CCOC(=O)c1[nH]c2ccc(F)cc2c1NC(=O)CCN1CCOCC1	11	98	-1	110	103	-1	-8	0	1	3	0
CCC(N)C12CC3CC(CC(O)(C3)C1)C2 (centres undefined)	-8	93	-7	94	96	-3	-10	0	-1	0	0
COc1cc(C(=O)NCC(=O)OCn2nnc3ccccc3c2=O)cc(OC)c1OC	1	102	2	104	?	-2	-28	-3	0	1	-2
CCOC(=O)c1ccc2c(c1)sc(=NC(=O)c1ccco1)n2CCOC	-1	102	-7	102	99	-9	-3	-8	-4	-7	-5
COC(=O)C1CCN(c2c([N+](=O)[O-])cc(C(F)(F)F)cc2[N+](=O)[O-])CC1	-12	102	-9	100	100	-5	-34	-12	1	1	-2
O=C1CCCC2=C1C(c1ccc(O)c(Br)c1)C1=C(CCCC1=O)N2c1ccccc1	10	102	-3	101	?	-9	-17	-6	-2	-3	-3

Single records, from the list above.
N#C/C(=C\c1cccnc1)C(=O)Nc1cccc2ccccc12 is entered as Mcl1-Noxa inh: 11; RGS4-Gao reg: 110; Bcl-XL Bim block: 3; RGS8-Gao: 105; RGS7-Gao reg: 109; Bcl-B Bim block: 1; Mcl1 Bid PPI: -6; Bim-Bfl-1: 3; Bim-Mcl-1: 5; Bcl-W Bim block: 1; Bim-Bcl-2: 7
COc1cc(C(=O)NCC(=O)OCn2nnc3ccccc3c2=O)cc(OC)c1OC is entered as Mcl1-Noxa inh: 1; RGS4-Gao reg: 102; Bcl-XL Bim block: 2; RGS8-Gao: 104; RGS7-Gao reg: ?; Bcl-B Bim block: -2; Mcl1 Bid PPI: -28; Bim-Bfl-1: -3; Bim-Mcl-1: 0; Bcl-W Bim block: 1; Bim-Bcl-2: -2

Continuation.
SMILES	Mcl1-Noxa inh	RGS4-Gao reg	Bcl-XL Bim block	RGS8-Gao	RGS7-Gao reg	Bcl-B Bim block	Mcl1 Bid PPI	Bim-Bfl-1	Bim-Mcl-1	Bcl-W Bim block	Bim-Bcl-2
CC(=O)N1CCc2ccc(S(=O)(=O)Nc3ccccc3Cl)cc21	-2	99	1	100	92	-1	-34	-1	0	0	0
CN(C)c1ccc(/C=N\NC(=O)CC#N)cc1	12	103	-2	102	103	-5	-36	-3	1	1	-1
Cc1ccc(-c2cc(Cc3ccc(F)cc3)c(=O)[nH]n2)cc1	-19	102	.	101	?	.	-4	.	.	.	.
Nc1nc(-c2ccccc2)[nH]c(=O)c1N=O	-12	101	.	100	?	.	-17	.	.	.	.
c1ccc2[nH]c3cc4ncnc4cc3nc2c1	12	102	19	100	97	13	-22	6	13	14	6
NC(=O)C1=C[C@@H](c2ccc(Br)cc2)C[C@@H](OCCCCO)O1	-9	100	0	100	94	-4	-8	-5	4	3	0
CC(=O)c1c(C)oc2c1cc(O)c1ccccc12	36	101	.	104	?	.	-14	.	.	.	.
CCCn1nc(NC(=O)c2cccs2)c2cc3ccccc3nc21	15	98	4	103	102	-3	18	2	0	3	2
O=C(CCCN1C(=O)/C(=C/c2ccco2)SC1=S)Nc1ccccc1C(=O)O	22	94	.	96	?	.	-38	.	.	.	.
CCCc1cc2c(-c3ccccc3)cc(=O)oc2cc1OCc1ccc(C(=O)O)o1	20	103	-2	104	106	0	0	-2	1	0	-1
COc1ccccc1CNC(=O)C1(C)Oc2cccnc2NC1=O (centres undefined)	0	92	-1	95	102	-2	-35	-5	-2	0	-2
CC(C)CNC(=O)COc1ccc2c3c(c(=O)oc2c1)CCC3	6	98	-3	98	94	-4	-11	-5	-4	-6	-5
CCn1c(CSc2nc3ccccc3[nH]2)n[nH]c1=S	5	100	-6	100	104	-10	-21	-9	-3	-2	-9
COc1cc(CN2CCC(C(=O)N3CCN(c4ccccc4F)CC3)CC2)ccc1O	25	104	-6	103	104	0	10	-6	-4	-5	-2
Cc1cc(Cl)ccc1OCC(=O)NCc1ccncc1	-1	103	-3	101	99	-2	-3	-2	-5	-5	-4
Cc1cc(C)c(C(=O)C2OC(=O)C(C)(C)C(=O)C2(C)C)c(C)c1 (centres undefined)	-5	102	-4	106	102	-13	-11	-15	-1	0	-15
Cn1c(NNC(=O)c2c(F)cccc2F)cc(=O)n(C)c1=O	11	113	.	110	?	.	-47	.	.	.	.
CC(NC(=O)c1ccccc1NS(C)(=O)=O)c1ccccc1 (centres undefined)	-17	95	2	99	97	-3	18	-7	2	5	1
CN1C(=S)N(c2cccnc2)C(=O)/C1=C\c1ccc(N(C)C)cc1	-17	103	1	100	102	-10	83*	-1	0	0	1
O=c1nc2scc(-c3ccccc3)n2c2ccccc12	-3	103	1	102	104	-8	-24	-12	-4	1	-6
CCOC(=O)C1=C(N)OC2=C(C(=O)CC(C)(C)C2)C1c1ccccc1OCC#N (centres undefined)	6	101	0	104	101	-2	-49	-3	1	0	-1
COc1ccc2c(c1OC)C(=O)OC2Nc1nc(-c2ccccc2)cs1 (centres undefined)	31	99	-1	101	97	-11	-9	-15	-3	-2	-13
C/C(=N/NC(=O)c1ccoc1C)c1cccc(NC(=O)C(F)(F)F)c1	21	102	-6	106	100	-8	-10	-16	-4	-2	-9
COc1ccc(CN2C(=S)NC(C)(C)CC2(C)O)cc1 (centres undefined)	11	106	-4	107	109	-5	-69	-1	-2	-2	-2
CCOc1ccc(C(=O)COC(C)=O)cc1	16	97	1	99	100	-2	-13	-5	2	0	-1
COC(=O)c1ccc(CSc2nc(C)nc3c2c(=O)n(C)c(=O)n3C)o1	4	106	-3	103	103	-4	-11	-3	0	1	-2
Cc1sc(NC(=O)CCC(=O)O)c(C(N)=O)c1-c1ccccc1	16	102	-11	107	116	-39	-8	7	-10	-3	-6
Cc1ccc(S(=O)(=O)n2nc(C)cc2N)cc1	11	88	-3	93	83	-2	-29	-5	-2	-4	-3
C=CCNc1ccc(C(=O)O)cc1	15	98	-7	98	101	-9	-36	-13	-4	-3	-5
COC(=O)c1ccc(CN2CCCC(CCC(=O)NCc3ccc(C)o3)C2)cc1 (centres undefined)	-6	107	-2	103	101	-4	-17	-17	-2	0	-8
O=C(Nc1ccccc1F)C1(c2ccccc2)CC1(Cl)Cl (centres undefined)	-14	102	-8	103	100	-8	-45	0	-1	-2	0
O=C(Nc1ccccc1N1CCOCC1)c1csc2c1CCCC2	1	99	.	101	?	.	-27	.	.	.	.
CN1CCN(C(=O)c2ccc3c(c2)NC(=O)C(N2CCOCC2)S3)CC1 (centres undefined)	-4	94	0	96	93	0	-3	-2	-1	-1	-3
